Screening results deposited in PubChem by The Scripps Research Institute Molecular Screening Center.
PREPL inhibitor – inhibits the human prolyl oligopeptidase-like enzyme; Q4J6C6; 0.68% of 320,000 active; inhibition, % at 5.96 µM; recombinant PREPL, fluorescence polarization activity-based probe; in the data active = inhibition above about 43%;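 also: 0% = enzyme with DMSO and 100% = wells lacking enzyme; many of its hits are not listed in these tables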
Target sequence (Q4J6C6 whole entry, looked up): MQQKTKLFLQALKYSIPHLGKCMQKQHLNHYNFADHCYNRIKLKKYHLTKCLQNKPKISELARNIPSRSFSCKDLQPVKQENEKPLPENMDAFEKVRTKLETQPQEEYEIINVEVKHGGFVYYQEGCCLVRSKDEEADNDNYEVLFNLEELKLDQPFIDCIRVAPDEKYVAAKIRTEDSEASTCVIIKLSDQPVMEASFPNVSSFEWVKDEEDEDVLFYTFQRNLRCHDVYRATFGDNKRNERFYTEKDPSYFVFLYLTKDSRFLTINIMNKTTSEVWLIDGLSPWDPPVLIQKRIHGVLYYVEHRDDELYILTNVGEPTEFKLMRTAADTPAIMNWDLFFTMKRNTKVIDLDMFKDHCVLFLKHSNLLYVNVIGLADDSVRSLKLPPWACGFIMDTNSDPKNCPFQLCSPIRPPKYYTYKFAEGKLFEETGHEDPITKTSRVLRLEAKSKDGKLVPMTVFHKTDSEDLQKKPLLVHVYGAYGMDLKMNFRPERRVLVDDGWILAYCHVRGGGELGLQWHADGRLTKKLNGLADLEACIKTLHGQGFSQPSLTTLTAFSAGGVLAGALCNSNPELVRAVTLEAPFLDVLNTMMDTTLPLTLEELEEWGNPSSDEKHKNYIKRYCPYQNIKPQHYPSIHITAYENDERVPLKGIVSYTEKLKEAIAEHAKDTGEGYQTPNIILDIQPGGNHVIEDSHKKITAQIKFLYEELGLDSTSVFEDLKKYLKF
PAD4 inh – inhibitors of human PAD4; Q9UM07; recombinant PAD4, RCA probe fluorescence polarization; inhibition, % at 6.36 µM; 0.41% of 330,000 active; AID 485272;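 active = percent inhibition above a cutoff equal to the mean of all tested compounds plus 3 SD, cut at about 15% in these data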;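 also: 0% = PAD4 with RCA probe and DMSO and 100% = probe without PAD4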
pPAFAH inh – pPAFAH (human) enzyme inhibition; Q13093; recombinant pPAFAH, FP-rhodamine probe fluorescence polarization; inhibition, % at 3.39 µM; 1.5% of 330,000 active; AID 463082;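 active = inhibition above the mean inhibition across the screen plus 3 SD, cut at about 25% in these data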;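 also: inhibitors block binding of the rhodamine activity-based probe so polarization drops; 0% = enzyme with DMSO and 100% = wells lacking pPAFAH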
LYPLA1 counter – counter-screen for PME1 inhibitors: inhibitors of human LYPLA1; O75608; recombinant LYPLA1, FP-Rh probe fluorescence polarization; inhibition, % at 5.9 µM; 0.16% of 320,000 active; AID 2174;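 active = inhibition above the mean of all tested compounds plus 3 SD, set per campaign, cut at about 14% in these data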;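 also: inhibitors block serine hydrolase probe labeling of LYPLA1 so polarization falls; 0% = enzyme with DMSO and 100% = wells lacking LYPLA1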
LYPLA2 inh – counter-screen for PME1 inhibitors: inhibitors of human LYPLA2; inhibition, % at 5.9 µM; 0.38% of 320,000 active; O95372; AID 2177; recombinant LYPLA2, FP-Rh probe fluorescence polarization;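 active = inhibition above the screen-wide mean plus 3 SD, limit set per campaign, cut at about 26% in these data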;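 also: 0% = LYPLA2 with DMSO and 100% = wells lacking LYPLA2 enzyme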
PAFAH2 inh – PAFAH2 (human) inhibition; Q99487; recombinant PAFAH2, FP-rhodamine activity probe, fluorescence polarization; inhibition, % at 3.39 µM; 0.99% of 340,000 active; AID 492956;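 active = inhibition above the mean over all tested compounds plus 3 SD, cut at about 30% in these data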;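 also: inhibitors block probe labeling of enzyme so polarization drops; 0% = enzyme with DMSO and 100% = wells lacking PAFAH2 protein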
PAFAH1B3 FP inh – PAFAH1B3 (human) inhibition. Q15102. recombinant PAFAH1B3, FP-rhodamine probe, fluorescence polarization. inhibition, % at 3.39 µM. 0.28% of 340,000 active;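 active = inhibition above the screen-wide average of all tested compounds plus 3 SD, cut at about 25% in these data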;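 also: 0% = enzyme with DMSO only and 100% = wells lacking PAFAH1B3 protein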
GSTO1 counter – GSTO1 inhibition, counter-screen for RBBP9 inhibitors; P78417; recombinant GSTO1, activity-based probe fluorescence polarization; inhibition, % at 5.96 µM; 1.1% of 300,000 active;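 active = inhibition above the campaign mean inhibition plus 3 SD, cut at about 35% in these data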;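 also: 0% = GSTO1-1 with DMSO and 100% = wells lacking GSTO1-1 enzyme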
PAFAH1B2 inh – inhibitors of human PAFAH1B2; inhibition, % at 3.39 µM; AID 492953; recombinant PAFAH1B2, FP-rhodamine activity probe, fluorescence polarization; P68402; 1.2% of 340,000 active;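 active = inhibition above the mean of all tested compounds plus 3 SD, cut at about 24% in these data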;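 also: 0% = enzyme with DMSO and 100% = wells lacking PAFAH1B2; many of its hits are not listed in these tables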
The depositor's hits bear a star; nt = no result given. Not all compounds are listed, so the mix of outcomes need not match the whole.

A first look:
[1] CCCCN(C(=O)c1cc(Cl)nc2ccccc12)c1c(N)n(CCCC)c(=O)[nH]c1=O
[2] Cc1ccc(NC(=O)c2cccc3cccnc23)cc1
[3] N/C(=N/OS(=O)(=O)c1ccc([N+](=O)[O-])cc1)c1ccncc1
[4] C=CCOc1c(Cl)cc(/C=N/O)cc1OC
[5] O=S(=O)(c1cccc(C(F)(F)F)c1)c1ccc(O)cn1
[6] O=C(NCc1ccccn1)Nc1ccccc1C(F)(F)F
[7] CS(=O)(=O)N1N=C(c2cccs2)CC1c1ccccc1O (stereo unspecified)
[8] CN(CC(=O)Nc1ccc(F)cc1)C(=O)Cn1nnc(-c2ccccc2)n1
[9] CN(Cc1ccc(F)cc1)C(=O)c1ccc(NS(=O)(=O)c2ccccc2)cc1
assay / compound	1	2	3	4	5	6	7	8	9
PREPL inhibitor	-2.8	-7.5	-0.2	-2.8	3.4	3.6	-0.3	-9.1	7.9
PAD4 inh	-0.2	-4.1	-1.4	1.3	0.1	35.1*	-8.0	2.9	0.8
pPAFAH inh	0.8	3.4	-1.7	-1.6	4.1	1.1	3.3	-2.4	7.5
LYPLA1 counter	3.0	3.0	4.5	-1.9	0.4	0.5	-1.6	2.1	-1.8
LYPLA2 inh	1.3	0.3	3.4	-0.3	4.6	6.3	0.6	9.6	-7.5
PAFAH2 inh	3.5	0.0	-4.7	-5.5	-6.7	-4.1	-11.9	3.8	4.4
PAFAH1B3 FP inh	8.3	6.3	4.5	3.8	0.1	3.0	0.4	-4.4	-4.7
GSTO1 counter	9.2	0.3	4.7	3.2	7.3	1.9	5.5	-1.9	0.7
PAFAH1B2 inh	-2.6	5.8	-0.2	0.7	1.9	-2.2	2.7	4.1	6.1

The list itself, repeating the preview:
[1] CCCCN(C(=O)c1cc(Cl)nc2ccccc12)c1c(N)n(CCCC)c(=O)[nH]c1=O
[2] Cc1ccc(NC(=O)c2cccc3cccnc23)cc1
[3] N/C(=N/OS(=O)(=O)c1ccc([N+](=O)[O-])cc1)c1ccncc1
[4] C=CCOc1c(Cl)cc(/C=N/O)cc1OC
[5] O=S(=O)(c1cccc(C(F)(F)F)c1)c1ccc(O)cn1
[6] O=C(NCc1ccccn1)Nc1ccccc1C(F)(F)F
[7] CS(=O)(=O)N1N=C(c2cccs2)CC1c1ccccc1O (stereo unspecified)
[8] CN(CC(=O)Nc1ccc(F)cc1)C(=O)Cn1nnc(-c2ccccc2)n1
assay / compound	1	2	3	4	5	6	7	8
PREPL inhibitor	-2.8	-7.5	-0.2	-2.8	3.4	3.6	-0.3	-9.1
PAD4 inh	-0.2	-4.1	-1.4	1.3	0.1	35.1*	-8.0	2.9
pPAFAH inh	0.8	3.4	-1.7	-1.6	4.1	1.1	3.3	-2.4
LYPLA1 counter	3.0	3.0	4.5	-1.9	0.4	0.5	-1.6	2.1
LYPLA2 inh	1.3	0.3	3.4	-0.3	4.6	6.3	0.6	9.6
PAFAH2 inh	3.5	0.0	-4.7	-5.5	-6.7	-4.1	-11.9	3.8
PAFAH1B3 FP inh	8.3	6.3	4.5	3.8	0.1	3.0	0.4	-4.4
GSTO1 counter	9.2	0.3	4.7	3.2	7.3	1.9	5.5	-1.9
PAFAH1B2 inh	-2.6	5.8	-0.2	0.7	1.9	-2.2	2.7	4.1

[9] CN(Cc1ccc(F)cc1)C(=O)c1ccc(NS(=O)(=O)c2ccccc2)cc1
[10] Cc1ccc(S(=O)(=O)CCC(=O)Nc2ccccc2N2CCCC2)cc1
[11] Cc1ccc2c(c1)N(CC(=O)NCC1CCCO1)C(=O)C(C)O2 (stereo unspecified)
[12] O=c1oc2cc(O)c(Cl)cc2c2ccccc12
[13] Cc1ccc(C)c(S(=O)(=O)Nc2ccc(C(N)=O)cc2)c1
[14] CC(=O)NC(=S)Nc1ccccc1F
[15] O=C(COC(=O)/C=C/c1cccc([N+](=O)[O-])c1)NCc1ccco1
[16] COc1ccccc1C(=O)NCCC(=O)Nc1ncccc1C
assay / compound	9	10	11	12	13	14	15	16
PREPL inhibitor	7.9	8.7	8.0	2.3	-3.1	4.1	7.6	2.8
PAD4 inh	0.8	0.4	-2.8	0.8	3.2	1.9	-0.1	-1.8
pPAFAH inh	7.5	1.4	0.6	5.4	-1.5	0.9	9.9	0.3
LYPLA1 counter	-1.8	1.6	-5.0	-0.7	0.8	1.3	-0.8	-1.6
LYPLA2 inh	-7.5	7.1	-2.1	-2.7	1.3	-4.3	3.2	4.7
PAFAH2 inh	4.4	-1.5	-4.0	0.4	-0.4	-6.6	22.4	0.0
PAFAH1B3 FP inh	-4.7	9.3	4.0	5.5	12.8	-3.2	11.5	2.0
GSTO1 counter	0.7	nt	4.1	-1.8	-4.0	-1.1	-5.2	-4.4
PAFAH1B2 inh	6.1	5.0	-1.6	-1.7	-1.4	-10.7	3.4	-0.4

[17] CCSc1nnc(SCC(=O)N2CCN(C(=O)c3ccco3)CC2)s1
[18] CCN(CC)CCCNC(=O)c1cc2c(-c3ccc(Cl)cc3)nn(C)c2s1
[19] CC(=O)Nc1ccc(NC(=O)CN2CCN(c3ccccn3)CC2)cc1
[20] O=C(NC1CCN(S(=O)(=O)c2ccccc2)CC1)c1ccc(F)cc1
[21] COc1ccc(C(=O)N/C(=C\c2cn(C)c3ccccc23)C(=O)NCCCN2CCOCC2)cc1
[22] COc1ccc(NC(=O)c2ccc(-c3ccc(C)c4ccccc34)o2)cc1
[23] CCOc1cccc(CNCCO)c1OCc1ccc(Cl)cc1Cl
[24] CCCN(C(=O)COC(=O)Cn1c(=O)oc2ccccc21)c1c(N)n(Cc2ccccc2)c(=O)[nH]c1=O
assay / compound	17	18	19	20	21	22	23	24
PREPL inhibitor	-0.5	-60.2	8.0	2.9	16.1	0.7	-33.4	15.4
PAD4 inh	1.8	-5.8	-7.6	-6.2	-7.9	-0.5	4.5	5.2
pPAFAH inh	6.2	-3.7	-0.5	0.6	3.6	2.7	-1.1	-0.6
LYPLA1 counter	1.4	-21.2	3.0	-3.7	3.9	-13.0	-5.4	-0.9
LYPLA2 inh	6.2	-10.6	-3.9	-2.6	9.6	-16.4	-2.2	-1.9
PAFAH2 inh	1.3	-0.2	-2.1	6.8	0.8	-14.4	-0.4	-1.7
PAFAH1B3 FP inh	6.0	12.7	5.8	9.1	5.6	0.0	0.6	6.3
GSTO1 counter	7.0	-5.2	11.0	13.9	-1.1	-10.9	4.8	12.4
PAFAH1B2 inh	1.1	-0.2	3.3	1.4	-2.8	-10.8	5.7	1.7

[25] CN1CCN(NC(=O)c2ccc(Cl)c([N+](=O)[O-])c2)CC1
[26] Cc1ccc(C(=O)OCC(=O)NCC(F)(F)F)cc1C
[27] COc1cccc(CSc2nc3ccccc3[nH]2)c1
[28] Cc1ccc(C(=O)NC(Cc2cccc(F)c2)C(=O)O)cc1 (stereo unspecified)
assay / compound	25	26	27	28
PREPL inhibitor	-4.3	0.0	7.1	nt
PAD4 inh	-3.3	-4.5	-1.7	0.8
pPAFAH inh	1.1	6.0	1.8	-3.2
LYPLA1 counter	-2.5	-2.9	-2.7	nt
LYPLA2 inh	-6.2	-0.8	-1.7	nt
PAFAH2 inh	-2.7	53.4*	-1.6	-0.1
PAFAH1B3 FP inh	2.7	-4.2	-5.0	1.4
GSTO1 counter	2.0	-4.3	4.6	nt
PAFAH1B2 inh	0.9	6.6	0.8	5.7
